Yeast life ext: compounds extending yeast replicative lifespan, primary screen, S. cerevisiae, OD615. S. cerevisiae growth with nicotinamide; deaD strain in restrictive glucose medium. inhibition of the nicotinamide effect, % at 10 µM. hit rate 0.68% among 130,000;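 active means inhibition above a set limit, placed 3 SD over the median of all compounds, cut at about 26% in these data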;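 further: 0% = nicotinamide-treated wells and 100% = cells grown without nicotinamide; some compounds called inactive have numbers as strong as hits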
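Buffer or medium: CSMM-D glucose medium, restrictive; test system: modified budding yeast, DeaD strain; compound: single dose 10 µM compound, 0.25% DMSO; schedule: culture preincubation 4 h, compound exposure 48 h, both 30 °C; detection: optical density (absorbance) at 615 nm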
bCat KO growth: primary screen for growth suppressors in beta-catenin knockout HCT116 cells (colon tumor, human); hit rate 1.5% among 140,000; viability, % at 10 µM; HCT116 beta-catenin knockout viability, CellTiter-Glo, 60 h; stronger effect = lower value;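 active means viability at or under a set limit, the compound median less 4 SD, cut at about 6% in these data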;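 further: 0% = Hyamine 1622 control at 20 µM and 100% = untreated cell control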
Measles CPE: compounds protecting cells from measles virus cytopathic effect, primary screen, measles RdRp inhibitor project, single point, MLSMR library, absorbance. Measles virus-infected cells, CPE protection. protection (pct of control), % at 4 µM. hit rate 1.5% among 140,000; in the data active means protection mostly above about 24%, no sharp cut-off; inactive means mostly below about 26%; further: some compounds called inactive have numbers as strong as hits
Yeast growth inh: growth inhibitors of yeast BB579 in restrictive medium, primary screen, yeast lifespan-shortening project, S. cerevisiae; hit rate 0.51% among 140,000; OD615, 48 h; inhibition, % at 10 µM; AID 804, 2007;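 active means inhibition above a set limit, 3 SD over the mean compound inhibition, cut at about 44% in these data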; further: inactives centre near -24
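Material: Saccharomyces cerevisiae DeaD strain BB579, replicative lifespan model yeast; buffer or medium: CSMM-D restrictive synthetic medium containing dextrose (glucose); compound: 10 µM single dose, DMSO 0.25%; timing: 48 h compound exposure at 30 °C after 4 h preincubation; signal: turbidity as optical density at 615 nm; benchmarks: positive control amphotericin B 10 µg/mL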
Phagocyt inh: inhibitors of macrophage phagocytosis, primary screen, imaging, J774A.1 cells, IgG beads; inhibition, % at 5 µM; hit rate 0.07% among 110,000; J774A.1 macrophage IgG-bead phagocytosis;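 active means inhibition above the mean of the plate negative controls plus 5 SD, cut at about 13% in these data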;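 further: phagocytic index as fraction of beads internalized from green versus red external bead signal; plate controls were DMSO negative control for no effect and cytochalasin-D positive control for full effect; some results beyond the cut were filed as inactive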
NPY Y2 blocker: NPY-Y2 receptor antagonists, primary screen, cell-based; hit rate 0.99% among 140,000; inhibition, % at 2.7 µM; NPY-Y2 expressing cells, antagonist mode; in the data active means inhibition above about 17%;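 further: 0% = vehicle with agonist challenge and 100% = reference antagonist with challenge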
Target sequence (P49146 whole entry, looked up): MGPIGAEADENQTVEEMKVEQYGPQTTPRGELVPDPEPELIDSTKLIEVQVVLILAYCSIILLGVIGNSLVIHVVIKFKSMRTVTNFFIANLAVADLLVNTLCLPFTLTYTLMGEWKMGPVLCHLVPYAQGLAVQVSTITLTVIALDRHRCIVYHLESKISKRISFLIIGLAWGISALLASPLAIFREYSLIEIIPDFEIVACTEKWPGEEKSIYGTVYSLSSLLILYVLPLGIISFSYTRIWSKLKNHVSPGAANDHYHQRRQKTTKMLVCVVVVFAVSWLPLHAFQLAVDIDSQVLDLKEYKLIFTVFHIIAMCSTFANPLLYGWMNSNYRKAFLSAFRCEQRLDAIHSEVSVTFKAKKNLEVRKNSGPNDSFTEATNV
GALR2 antag: GALR2 antagonists in receptor-expressing cells, primary screen; Galanin receptor type 2 (Homo sapiens), O43603; hit rate 0.39% among 140,000; antagonist mode; inhibition, % at 4 µM; in the data active means inhibition above about 27%;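 further: cells stimulated with galanin 1-16 at roughly its EC80; 0% = agonist challenge control and 100% = basal control without agonist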
Target sequence (O43603 whole entry, looked up): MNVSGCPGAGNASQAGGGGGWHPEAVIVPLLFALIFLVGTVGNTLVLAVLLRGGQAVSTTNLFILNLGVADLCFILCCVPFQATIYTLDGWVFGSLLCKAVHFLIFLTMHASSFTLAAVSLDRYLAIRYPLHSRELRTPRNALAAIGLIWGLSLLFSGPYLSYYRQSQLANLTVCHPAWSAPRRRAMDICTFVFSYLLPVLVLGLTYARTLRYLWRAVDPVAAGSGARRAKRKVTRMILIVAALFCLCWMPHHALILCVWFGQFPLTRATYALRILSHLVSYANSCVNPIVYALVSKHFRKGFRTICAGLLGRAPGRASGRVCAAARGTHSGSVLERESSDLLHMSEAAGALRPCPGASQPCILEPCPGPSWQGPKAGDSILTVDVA
E-sel TNF inh: E-selectin induction blockers in HUVEC – imaging, immunofluorescence, high content, primary screen; inhibition, % at 2 µM; AID 1246, 2008; HUVEC TNFa-induced E-selectin immunofluorescence; hit rate 0.71% among 120,000;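 active means inhibition above the batch mean plus 3 SD, and confirmed as a hit on visual image review, cut at about 43% in these data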;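 further: 0% = TNF-stimulated DMSO wells and 100% = unstimulated control wells; not every result past the cut was called active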
MRP-1 activ: H69AR viability gain despite doxorubicin, primary screen, MRP-1 activator project, H69AR cells, CellTiter-Glo. viability rescue. viability increase, % at 10 µM. hit rate 0.61% among 140,000;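 active means viability gain under doxorubicin at or above a set limit, the compound median plus 3 SD, cut at about 4.7% in these data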;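 further: MRP-1 overexpressing cells given doxorubicin 25 µM after compound pretreatment; 18-22 h compound pretreatment then 72 h with doxorubicin before readout; 0% = doxorubicin-only wells and 100% = vehicle-treated cells without doxorubicin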
HCT116 PTEN-null: growth suppression of PTEN-null HCT116, primary screen, cell-based, CellTiter-Glo. HCT116 PTEN-null viability, 60 h; stronger effect = lower value. viability, % at 10 µM. hit rate 1.2% among 140,000;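 active means viability at or below a set limit, 4 SD under the median of all tested compounds, cut at about 3.7% in these data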;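 further: PTEN knockout HCT116 line with beta catenin targeted HCT116 as companion control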
* = called active by the depositor; nt = not tested or not shown; & = joins results of further samples.

SMILES | Yeast life ext | bCat KO growth | Measles CPE | Yeast growth inh | Phagocyt inh | NPY Y2 blocker | GALR2 antag | E-sel TNF inh | MRP-1 activ | HCT116 PTEN-null
O=C(OCc1ccccc1)C1=[N+]([O-])OC(C(=O)OCc2ccccc2)C1c1c[nH]c2ccccc12 (stereo not given) | -8 | 93 | 11 | -92 | 0 | 1 | -5 | 3 | -1.7 | 99
CCCCn1nnnc1SCC(=O)N(CC)CC | -6 | 91 | 3 | -30 | 0 | 0 | 7 | 8 | 0.6 | 99&101
CCN(CC)c1ccc(C2C(C(=O)OCCOC)=C(C)NC3=C2C(=O)CC(C)(C)C3)cc1 (stereo not given) | -21 | 79 | 16 | -4 | 1 | 3 | -6 | 61* | -3.8 | 89
Cc1ccc2nc(/C(C#N)=C\c3ccc(OC(=O)c4cccs4)cc3)[nH]c2c1 | -3 | 20 | 11 | -13 | nt | 5 | 9 | -16 | -1.8 | 20
COc1ccc(C(C)n2c(C)c3c(C)nnc(C)c3c2C)cc1 (stereo not given) | -18 | 12 | 15 | 5 | nt | 1 | 5 | -22 | -3.5 | 13
Cc1ccc(C(=O)Nc2sc(Cc3ccc4c(c3)OCO4)c(C)c2C(N)=O)cc1 | -3 | 93 | 3 | -11 | nt | 6 | 12 | -12 | -1.0 | 91
CCOc1ccc(NC(=O)CCN2CCN(c3ccccc3F)CC2)cc1 | -1 | 43 | 8 | -49 | 0 | 7 | -12 | nt | -1.4 | 44
COc1ccc(/C=C/C(=O)NCc2cn(C)nc2C)cc1COc1ccc(Br)cc1 | -12 | 84 | 5 | -20 | nt | 0 | -11 | -26 | 2.6 | 82
Nc1c(C(=O)C2CC2)sc2nc(-c3ccccc3)cc(C(F)(F)F)c12 | nt | 82 | 11 | -15 | nt | 4 | 19 | -2 | -1.3 | 77
Cc1ccc(NC(=O)Cc2csc(-c3ccccc3)n2)cc1F | -5 | 96 | 9 | 3 | 5 | 6 | -8 | nt | 5.1* | 93
O=C(C1CCN(Cc2ccccc2)CC1)N1CCN(C/C=C/c2ccccc2)CC1 | 7 | 81 | 3 | -31 | -3 | 9 | 3 | nt | -1.4 | 85
Fc1ccc(NC(=S)NC23CN4CN(CN(C4)C2)C3)cc1 | 1 | 92 | 17 | -8 | -2 | 1 | -1 | nt | -1.6 | 92
CCOC(=O)C1CCCN(C(=O)CN2CCN(Cc3ccc(Cl)cc3)C2=O)C1 (stereo not given) | -3 | 86 | 14 | -68 | 0 | -1 | 6 | -44 | -0.1 | 85
Cc1cccc(NC(=O)CSc2nnc(Cn3cnc4ccccc43)o2)c1 | nt | 92 | 12 | 16 | nt | 2 | 2 | 4 | -0.9 | 102
COCCn1cc(C(=O)NCc2cccs2)c2c3ccccc3n(C)c2c1=O | -21 | 87 | 13 | -7 | -3 | 4 | 6 | -29 | -4.2 | 97
Cc1ccc(Cn2ccc(=O)c(OCc3ccccc3)c2C)cc1 | -6 | 111 | 26 | -8 | 0 | 5 | -4 | 22 | -0.4 | 102
CSc1ccc(/C=C(\NC(=O)c2ccc(C)cc2)C(=O)Nc2cccc(C)c2)cc1 | -2 | 91 | 28 | -33 | nt | 9 | 1 | nt | 1.4 | 92
O=C(C1CCC(Cn2c(=O)[nH]c3ccccc3c2=O)CC1)N1CCN(c2ccccc2)CC1 (stereo not given) | 0 | 93 | 9 | -17 | nt | -1 | -14 | -14 | -1.9 | 79
Cc1cccc(-c2nc(NCCCN3CCOCC3)c3ccccc3n2)c1 | -16 | 33 | 31 | -37 | 0 | 2 | 20 | -44 | -4.8 | 46
CCOC(=O)c1cc(NC(=O)c2ccc(Cl)cc2)c(=O)n2c1oc1ccc(Cl)cc12 | -8 | 46 | 12 | -32 | 0 | 4 | 16 | 16 | -0.6 | 29
Cc1cc(Nc2ccc(Br)cc2F)n2ncnc2n1 | 0 | 91 | 9 | -24 | nt | 0 | 1 | -15 | -1.3 | 96
COc1cc(C)nc(N2CCCC(C(=O)Nc3cccc(Cl)c3C)C2)n1 (stereo not given) | 5 | 13 | 6 | -37 | 0 | 3 | 0 | -47 | -3.7 | 13
COc1ccc2oc(-c3ccccc3)c(C(=O)N3CCOCC3)c2c1 | -19 | 71 | 1 | -25 | 0 | 4 | 5 | nt | -4.3 | 75
O=C(NCCO)C1(c2ccc(Cl)cc2)CCCC1 | -8 | 84 | 9 | -36 | -1 | 9 | 3 | 6 | -0.6 | 86
CN(C)CCCN(C(=O)c1ccc2c(c1)CCCC2)c1nc2ccc(F)cc2s1 | 6 | 8 | 9 | -24 | 4 | 16 | -4 | nt | -6.5 | 2.7*
CCOc1ccc(NC(=O)COC(=O)c2ccc3c(c2)C(=O)N(CCc2ccccc2)C3=O)cc1 | 3 | 93 | 9 | -27 | -2 | 3 | -1 | nt | -1.6 | 88
O=c1c2ccccc2nc(-c2ccco2)n1/N=C/c1ccco1 | -11 | 98 | 3 | -75 | 0 | 1 | 5 | 12 | -0.3 | 103
COc1cc2c(cc1/C=C1/NC(=O)N(c3ccccc3)C1=O)OCO2 | 2 | 98 | 23 | -28 | -3 | 1 | 11 | nt | 0.6 | 98
CCn1c(CNC(=O)c2cccs2)nnc1SCC(=O)Nc1ccc(Cl)cc1 | nt | 91 | 11 | -15 | nt | -2 | 6 | -3 | -1.4 | 87
COc1cccc(N(CC(=O)Nc2cccc(F)c2)S(C)(=O)=O)c1 | -26 | 90 | 5 | -4 | 0 | 3 | 6 | 31 | -1.2 | 87
O=C(Nc1ccncc1)C1(c2ccccc2)CCCC1 | -3 | 85 | 2 | -33 | 0 | 0 | -6 | nt | -0.6 | 85
CCOC(=O)N1CCN(C(=O)C2CC(=O)N(c3ccc(OC)cc3)C2c2ccc(OC)cc2)CC1 (stereo not given) | -3 | 94 | 6 | -17 | nt | -1 | 6 | 2 | -2.5 | 109
O=C(Nc1ccc(Cl)c(C(F)(F)F)c1)C1CCCN(S(=O)(=O)c2cnc[nH]2)C1 (stereo not given) | -10 | 77 | 6 | -39 | 4 | 0 | -20 | 4 | -2.6 | 64
Cc1ccc(C(=O)Nc2ccccc2-c2ccccc2)o1 | -11 | 90 | 11 | 6 | nt | 8 | -3 | -10 | -1.7 | 75
O=P(O)(CCc1ccncc1)CN1CCCCC1 | -5 | 117 | 3 | -26 | -1 | 4 | 9 | nt | -0.2 | 113
Cc1ccc(C(=O)O/N=C(\c2ccccc2)c2cccnc2)cc1 | 5 | 95 | 1 | -27 | -2 | 4 | 4 | nt | -1.6 | 96
NC(=O)c1c(NC(=O)CCCC(=O)O)sc2c1CCCCCC2 | 3 | 111 | 15 | -14 | 2 | 4 | -8 | -12 | -2.3 | 97
COc1ccc(S(=O)(=O)N(CC(=O)N2CCOCC2)Cc2ccccc2)cc1 | nt | 103 | 18 | 3 | nt | 0 | -2 | 5 | -1.8 | 99
CCC(C)(C)n1nnnc1C(c1ccc2ncccc2c1)N1CCN(c2nc3ccccc3s2)CC1 (stereo not given) | 7 | 42 | 12 | -87 | 0 | 3 | -1 | 33 | -2.3 | 39
Cc1cc(C)n(-c2ncnc3sc4c(c23)CCCC4)n1 | -8 | 88 | 14 | -19 | -1 | 5 | -1 | -1 | -1.9 | 78
N#Cc1c(N2CCCC2)nc(N)c2c(N)nc(N3CCCC3)cc12 | -9 | 80 | 6 | -110 | -1 | -1 | 7 | -17 | -1.6 | 86
CCN(CC)S(=O)(=O)c1ccc(N/N=C/c2cc(OC)ccc2O)nc1 | -3 | 2.7* | 3 | -20 | -3 | 0 | -3 | 23 | -2.9 | 5
Cc1cc2ccccn2c1C(=O)c1ccc(Cl)cc1 | -15 | 67 | 5 | -33 | nt | -2 | 4 | 10 | -1.8 | 72
CCc1nnc(NC(=O)c2cccc(C(=O)Nc3nnc(CC)s3)n2)s1 | -4 | 5.0* | 8 | -14 | -11 | 2 | 2 | 54 | -6.3 | 2.2*
Cn1c(C(=O)N2CCN(Cc3ccc4c(c3)OCO4)CC2)cc2sccc21 | 0 | 80 | 4 | -18 | -1 | 0 | 2 | nt | -4.0 | 71
COc1ccc(COCC(CC(C)C)N2CCN(C(=O)c3cccc(C(F)(F)F)c3)CCC2=O)cc1 (stereo not given) | 7 | 77 | 7 | 9 | nt | 3 | -14 | 24 | -2.4 | 75
COc1ccc(-c2nnc(SCC(=O)Nc3ccccc3)n2C)cc1 | 0 | 104 | 9 | -23 | 3 | 0 | 4 | nt | -0.3 | 115
Cc1ccc(CNC(=O)C2CCC(=O)N2C2CCCCC2)cc1 (stereo not given) | 5 | 99 | 6 | -31 | nt | 2 | 9 | nt | 0.2 | 96
COc1ccc2nc(NS(=O)(=O)c3ccc(NC(C)=O)cc3)sc2c1 | -5 | 102 | 27 | -23 | nt | 1 | 4 | -22 | -1.9 | 108
CCOCC(=O)Nc1cc(C(F)(F)F)ccc1Oc1cccc(Br)c1 | -6 | 86 | 32 | -3 | nt | 9 | -1 | -37 | 0.7 | 72
CC1(N2CCOCC2)CC2(O)C(=[N+]1[O-])CCc1c2no[n+]1[O-] (stereo not given) | -6 | 73 | 2 | -26 | 3 | 1 | 6 | nt | -0.7 | 69
O=C(c1ccccc1)N1CCN(c2ncnc3sc4c(c23)CCC4)CC1 | -8 | 53 | 4 | -44 | 0 | 8 | 20 | -5 | -1.5 | 62
Cc1ccc(C(=O)O/N=C2\CCS(=O)(=O)c3sccc32)cc1 | -21 | 99 | 4 | -27 | 0 | 1 | -10 | 39 | -1.4 | 101
CCCC(=O)NC(c1ccc(OC)c(OC)c1)c1c(O)ccc2ccccc12 (stereo not given) | -1 | 94 | 5 | -19 | 1 | 0 | 13 | -69 | -1.4 | 98
CCOCc1cn(CC(=O)c2ccc([N+](=O)[O-])cc2)c(C)nc1=N | -3 | 42 | 3 | 11 | -1 | -2 | 7 | 12 | -2.3 | 64
COc1ccccc1-c1cc(C(=O)N2CCc3ccccc3C2)c2ccccc2n1 | -7 | 52 | nt | -57 | -2 | 5 | 4 | -17 | -2.5 | 48
